Screens (PubChem)
RAD52 inh – RAD52 (human) annealing inhibition; AID 651710; P43351; recombinant RAD52 DNA annealing, FRET fluorescence; 360,000 tested, 0.46% active; inhibition, % at 18.7 µM;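 active = every replicate showing at least 50% inhibition; inconclusive = mean inhibition at least 50% but not in every replicate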
Cneo AK release – Cryptococcus neoformans lysis via adenylate kinase release; 360,000 tested, 0.2% active; C. neoformans lysis, adenylate kinase release luminescence, 4 h; normalised: neutral wells 0, clomiphene wells 100; lysis activity, % at 15 µM;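 active = mean lysis activity across replicates of at least 80%, whatever share of replicates individually reach that level; inactive = mean lysis activity below 80%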
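Test system: log-phase Cryptococcus neoformans yeast cells; Quantity: yeast cell density of 5 × 10^6 cells/mL; Buffer or medium: YPD; Doses: single compound concentration per well; Timing: 4 h at 37 °C static, read 1 h later; Measured by: AK luminescence; Read-out basis: lysis from increased AK signal; Control set: Clomiphene as positive control.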
E-sel inducer – induces E-selectin expression in human endothelial cells. P16581. HUVEC E-selectin immunofluorescence imaging; normalized: neutral wells 0, TNF-alpha wells 100. activation, % at 7.58 µM. 260,000 tested, 0.37% active. AID 686992;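 active = mean E-selectin-positive cell signal at least 10% of the positive control, reached in at least 60% of replicates, without over 20% cell loss; inconclusive = no rule given, readout overlaps actives, possibly toxicity-flagged; inactive = the rest, including those meeting only one limit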;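 note: in these data hits start at about 27%; measured in HUVEC primary endothelial cells; signal is the percent of cells scored E-selectin positive by PE staining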
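material = human umbilical vein endothelial cells (HUVEC), E-selectin induction | quantity = 3,000 cells/well | medium = EGM-2 growth medium on 0.1% gelatin-coated wells | technique = immunofluorescence imaging | read-out basis = % PE-positive cells | control set = TNF-alpha positive control, DMSO neutral control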
PglD DTNB – inhibitors of Campylobacter jejuni PglD acetyltransferase | purified PglD enzyme, DTNB colorimetric CoA detection | inhibition, % at 12.5 µM | 360,000 tested, 0.098% active | AID 602405; in the data active = inhibition above about 16%, passing the limit was not always enough; inconclusive = no clear call, values can overlap the other calls; note: strong numbers were not always called active
PGC1a acetyl inh – lowers PGC1a acetylation signal in U2OS cells | AlphaScreen anti-acetyl-lysine; with virally co-expressed GCN5 acetyltransferase | inhibition, % at 15.6 µM | 350,000 tested, 0.17% active;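 active = every replicate shows inhibition of at least 40%; inconclusive = mean inhibition at least 40% but some replicate below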;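 note: 0% = neutral control wells and 100% = positive control wells; some results beyond the cut were filed as inactive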
RAD54 inh – inhibitors of human RAD54 branch migration; Q92698; RAD54 Holliday junction branch migration, FAM/BHQ fluorescence; inhibition, % at 10.4 µM; 360,000 tested, 0.14% active;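 active = mean normalized replicate activity at least 40 and at least half of replicates scoring 40 or more; inconclusive = only one of the two criteria met; inactive = mean below 40 and under half of replicates reaching 40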;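 note: 0% = median of neutral control wells and 100% = median of positive control wells; inhibitors cause a drop in the FAM fluorescence signal; in these data hits start at about 50%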
Target sequence (Q92698 whole entry, looked up): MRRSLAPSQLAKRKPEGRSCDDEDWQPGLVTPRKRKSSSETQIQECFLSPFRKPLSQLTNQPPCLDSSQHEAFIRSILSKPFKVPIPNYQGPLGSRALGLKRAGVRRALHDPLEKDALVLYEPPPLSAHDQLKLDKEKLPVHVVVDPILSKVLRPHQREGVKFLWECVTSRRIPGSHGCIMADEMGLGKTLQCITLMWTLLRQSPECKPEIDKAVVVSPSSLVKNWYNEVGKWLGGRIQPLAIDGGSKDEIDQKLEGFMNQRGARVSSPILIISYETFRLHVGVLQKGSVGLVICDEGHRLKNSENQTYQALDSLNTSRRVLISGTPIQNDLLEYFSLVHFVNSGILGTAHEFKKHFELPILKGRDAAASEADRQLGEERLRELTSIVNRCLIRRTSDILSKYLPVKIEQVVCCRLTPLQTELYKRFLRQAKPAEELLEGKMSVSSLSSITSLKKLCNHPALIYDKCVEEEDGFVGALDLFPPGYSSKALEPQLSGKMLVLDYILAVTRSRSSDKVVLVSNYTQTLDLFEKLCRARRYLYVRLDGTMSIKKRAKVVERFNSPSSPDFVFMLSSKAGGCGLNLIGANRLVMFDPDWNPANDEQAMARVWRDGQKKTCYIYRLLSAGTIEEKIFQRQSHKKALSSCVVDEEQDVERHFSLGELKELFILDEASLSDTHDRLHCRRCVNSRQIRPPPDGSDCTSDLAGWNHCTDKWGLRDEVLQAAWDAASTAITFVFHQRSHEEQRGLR
ERAP1 HTS inh – ERAP1 (human) enzyme inhibition | recombinant ERAP1, Leu-AMC fluorescence, 60 min | inhibition, % at 10.7 µM | 340,000 tested, 0.15% active | AID 652197;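 active = mean replicate inhibition of at least 30%, or all replicates individually reaching that 30% level; inactive = mean below 30% and not every replicate reaching it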;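 note: 0% = neutral control wells and 100% = L-leucinethiol positive control wells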
miR-122 sensor – inhibitors of miR-122 in Huh7 cells; Huh7 miR-122 Renilla luciferase sensor, 48 h; neutral wells = 0, positive control = 100; activation (reporter increase), % at 12.5 µM; 340,000 tested, 0.3% active; AID 602342;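 active = mean replicate activation score at least 90 and every replicate individually at or above 90; inconclusive = only one of the two criteria met; inactive = neither criterion met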;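 note: higher luciferase means less miR-122 activity so hits act as miR-122 inhibitors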
An asterisk follows results filed as active; & = joins results of further samples; ! = a repeat was not active; [ ] = dose if it differs, or a comment.

Screening CC(C)CNc1c(N)c(=O)oc2ccccc12 returned Cneo AK release -3, PglD DTNB 0, PGC1a acetyl inh 3, RAD54 inh 5 and miR-122 sensor 2.
Screening Cc1ccc(S(=O)(=O)NC(=O)C2(C)CCN2C(=O)c2ccccc2CCc2ccccc2)cc1 (stereo not given) returned RAD52 inh -15, Cneo AK release 1, E-sel inducer 0.2, PglD DTNB 4, PGC1a acetyl inh 4, RAD54 inh 2, ERAP1 HTS inh 4 and miR-122 sensor -5.
For CCN(CC)c1ccc(NC(=O)Cn2c(C(C)NC(=O)c3ccccc3)nc3ccccc32)cc1 (stereo not given) the results were RAD52 inh -16, Cneo AK release 6, E-sel inducer -0.3, PglD DTNB -8, PGC1a acetyl inh 2, RAD54 inh 10, ERAP1 HTS inh 0 and miR-122 sensor -3.
For CC1CC(C)CN(CCCNC(=O)CN2C(=O)COc3ccc(S(=O)(=O)N4CCOCC4)cc32)C1 (stereo not given) the results were RAD52 inh -13, Cneo AK release 3, PglD DTNB 3, PGC1a acetyl inh 6, RAD54 inh 0, ERAP1 HTS inh -2 and miR-122 sensor 3.
Screening COc1ccc(N(C)S(=O)(=O)c2cccc(C(=O)OCC(=O)N(C)c3ccccc3)c2)cc1 returned RAD52 inh -11, Cneo AK release 1, E-sel inducer 0.9, PglD DTNB 1, RAD54 inh 15, ERAP1 HTS inh 2 and miR-122 sensor -6.
`CCOC(=O)C1=C(C)NC(C)=C(C(=O)OCC)C1C(=O)OCC(=O)N1CCc2ccccc2C1` gave Cneo AK release 4, PglD DTNB 1, PGC1a acetyl inh -5, RAD54 inh 0 and miR-122 sensor -1.
`O=C(CC1c2ccccc2Oc2ccccc21)NCc1ccco1` gave Cneo AK release 3, PglD DTNB -4, PGC1a acetyl inh 0, RAD54 inh -8 and miR-122 sensor 6.
For COc1ccccc1-c1cn(CC[C@@H]2CC[C@@H](NC(=O)C3CC3)[C@H](CO)O2)nn1 the results were RAD52 inh -16, Cneo AK release -6, E-sel inducer -0.3, PglD DTNB -1, PGC1a acetyl inh 2, RAD54 inh 1 and ERAP1 HTS inh -1.
C[C@H]1CN([C@@H](C)CO)C(=O)c2cccc(NC(=O)c3nc4ccccc4s3)c2O[C@@H]1CN(C)C(=O)Nc1ccc(F)cc1 was read as RAD52 inh -4, Cneo AK release -1, E-sel inducer inconclusive, PglD DTNB 0, PGC1a acetyl inh 3, RAD54 inh 3, ERAP1 HTS inh 0 and miR-122 sensor -4[16.7 µM].
Screening O=C(Oc1c(-c2ccccc2Cl)oc2ccccc2c1=O)c1ccc(Cl)cc1 returned RAD52 inh -7, Cneo AK release 3, PglD DTNB -7, PGC1a acetyl inh 3, RAD54 inh -4, ERAP1 HTS inh 1 and miR-122 sensor 7.
`Cc1cc(=O)n2c(C(=O)Nc3ccc(C(=O)OC(C)C)cc3)c(C(=O)Nc3ccccc3)sc2n1` gave RAD52 inh -16, E-sel inducer 8.0, PGC1a acetyl inh -10 and ERAP1 HTS inh 2.
Screening CN(C(=O)CSc1nc2ccc(Cl)cc2[nH]1)C1CCS(=O)(=O)C1 (stereo not given) returned RAD52 inh -4, Cneo AK release -4, E-sel inducer 0.8, PglD DTNB -3, PGC1a acetyl inh 7, RAD54 inh -10, ERAP1 HTS inh 1 and miR-122 sensor 0.
Cc1c(C)n(C(=O)CSc2nccn2C)c2ccccc12 was read as Cneo AK release -2, PglD DTNB -3, PGC1a acetyl inh -1, RAD54 inh -3 and miR-122 sensor 4.
For O=C(Cn1[nH]c(=O)c2ccccc2c1=O)OCC(=O)N1CCCc2ccccc21 the results were Cneo AK release 1, PglD DTNB -3, RAD54 inh 5 and miR-122 sensor -1.
For C[C@H](CO)N1C[C@H](C)[C@H](CN(C)C(=O)Nc2ccc(F)cc2)Oc2ccc(NC(=O)CCN3CCOCC3)cc2C1=O the results were RAD52 inh -6, Cneo AK release -1, E-sel inducer -0.1, PglD DTNB -1, PGC1a acetyl inh 4, RAD54 inh 1, ERAP1 HTS inh -15 and miR-122 sensor 2[16.7 µM].
Screening CSC1=NCCN1C(=O)c1ccc(Br)o1 returned RAD52 inh -13, Cneo AK release 1, E-sel inducer -0.2, PglD DTNB 2, PGC1a acetyl inh 2, RAD54 inh -1 and ERAP1 HTS inh -1.
For COCCCN(C(=S)Nc1ccc(C)cc1Cl)C(C)c1ccncc1 (stereo not given) the results were Cneo AK release 3, E-sel inducer 0.0, PglD DTNB -7, PGC1a acetyl inh 0, RAD54 inh -6 and miR-122 sensor -10.
Screening C(=N\N1CCN(C(c2ccccc2)c2ccccc2)CC1)/c1ccc2c(c1)OCO2 returned RAD52 inh -19, Cneo AK release 1, E-sel inducer 5.2, PglD DTNB -7, PGC1a acetyl inh 1, RAD54 inh 8, ERAP1 HTS inh -3 and miR-122 sensor -2.
Screening CCC(=O)Nc1cc(C(C)C)c(O)cc1C returned Cneo AK release 17, PglD DTNB 3, PGC1a acetyl inh 6, RAD54 inh 9 and miR-122 sensor 5.
Screening C/C(=N\N=C(/N)SC1CC(=O)N(c2ccc(Cl)c(Cl)c2)C1=O)c1cccs1 (stereo not given) returned RAD52 inh -14, Cneo AK release -1, PglD DTNB 5, PGC1a acetyl inh -6, RAD54 inh 10, ERAP1 HTS inh -1 and miR-122 sensor -10.

Ordered by formula weight (highest first): some entries from above.
Screening COc1ccc(N(C)S(=O)(=O)c2cccc(C(=O)OCC(=O)N(C)c3ccccc3)c2)cc1 returned RAD52 inh -11, Cneo AK release 1, E-sel inducer 0.9, PglD DTNB 1, RAD54 inh 15, ERAP1 HTS inh 2 and miR-122 sensor -6.
Screening C/C(=N\N=C(/N)SC1CC(=O)N(c2ccc(Cl)c(Cl)c2)C1=O)c1cccs1 (stereo not given) returned RAD52 inh -14, Cneo AK release -1, PglD DTNB 5, PGC1a acetyl inh -6, RAD54 inh 10, ERAP1 HTS inh -1 and miR-122 sensor -10.
`O=C(CC1c2ccccc2Oc2ccccc21)NCc1ccco1` gave Cneo AK release 3, PglD DTNB -4, PGC1a acetyl inh 0, RAD54 inh -8 and miR-122 sensor 6.

Back to the main list with the two entries that preceded the break.
Screening CCC(=O)Nc1cc(C(C)C)c(O)cc1C returned Cneo AK release 17, PglD DTNB 3, PGC1a acetyl inh 6, RAD54 inh 9 and miR-122 sensor 5.
Screening C/C(=N\N=C(/N)SC1CC(=O)N(c2ccc(Cl)c(Cl)c2)C1=O)c1cccs1 (stereo not given) returned RAD52 inh -14, Cneo AK release -1, PglD DTNB 5, PGC1a acetyl inh -6, RAD54 inh 10, ERAP1 HTS inh -1 and miR-122 sensor -10.
O=C1c2ccccc2S(=O)(=O)N1CCS(=O)(=O)c1ccc(F)cc1 was read as RAD52 inh -2, Cneo AK release 0, E-sel inducer -0.5, PglD DTNB -5, PGC1a acetyl inh -4, RAD54 inh 1, ERAP1 HTS inh -2 and miR-122 sensor -5.
COc1ccc(NC(=O)CN(C)S(=O)(=O)c2ccc3c(c2)CCC(=O)N3)c(OC)c1 was read as RAD52 inh 7, Cneo AK release 0, E-sel inducer -0.2, PglD DTNB 0, PGC1a acetyl inh -1, RAD54 inh -3, ERAP1 HTS inh 2 and miR-122 sensor 0.
`C[C@@H]1CN([C@@H](C)CO)C(=O)c2cc(NS(=O)(=O)c3ccccc3)ccc2O[C@@H]1CN(C)C(=O)Nc1cccc2ccccc12` gave RAD52 inh 11, Cneo AK release 39, E-sel inducer 0.0, PglD DTNB 5, PGC1a acetyl inh 0, RAD54 inh 4, ERAP1 HTS inh -1 and miR-122 sensor -7[16.7 µM].
`N[C@@H](Cc1cc(I)c(O)c(I)c1)C(=O)O` gave RAD52 inh -40, Cneo AK release -1, E-sel inducer -0.2, PglD DTNB 1, PGC1a acetyl inh -1, RAD54 inh -16, ERAP1 HTS inh -1 and miR-122 sensor 15.
`CCOC(=O)/C(C#N)=N/Nc1ccccc1OC` gave RAD52 inh -13, Cneo AK release -1, PglD DTNB 1, RAD54 inh -13, ERAP1 HTS inh 1 and miR-122 sensor -11.
Nc1nnc(SCC(=O)Nc2cccc(Cl)c2)s1 was read as RAD52 inh -13, E-sel inducer 3.0, ERAP1 HTS inh 3 and miR-122 sensor -4.
Fc1cccc(CN2C[C@@H]3N[C@H](C2)C3c2ccc(-c3ccccc3)cc2)c1 (stereo not given in full) was read as RAD52 inh 84*!, E-sel inducer -0.3, PGC1a acetyl inh 97*! and ERAP1 HTS inh -2&-3.
Cc1nc2ccccc2c(=O)n1-c1cccc(NC(=O)c2cccs2)c1 was read as RAD52 inh -15, Cneo AK release -1, E-sel inducer 0.1, PglD DTNB 5, RAD54 inh 5, ERAP1 HTS inh 4 and miR-122 sensor 7.
Cn1cnc(S(=O)(=O)N2C[C@H](O)COC[C@H]3O[C@H](CC(=O)N4CCN(c5ccccc5)CC4)CC[C@@H]32)c1 was read as RAD52 inh -5, Cneo AK release 0, E-sel inducer 0.0, PglD DTNB 3, PGC1a acetyl inh -3, RAD54 inh -5, ERAP1 HTS inh 22 and miR-122 sensor -2[16.7 µM].
Screening Cc1ccc(/C=C(/NC(=O)c2ccccc2)C(=O)NCCc2c[nH]c3ccccc23)o1 returned Cneo AK release 6, PglD DTNB -1, PGC1a acetyl inh -7, RAD54 inh -8 and miR-122 sensor -3.
For Cc1cc2c(cc1S(=O)(=O)CCC(=O)NC1CCC(C)CC1)OCC(=O)N2 (stereo not given) the results were RAD52 inh -21, Cneo AK release 2, E-sel inducer -1.3, PglD DTNB -1, PGC1a acetyl inh -12, RAD54 inh -27, ERAP1 HTS inh 6 and miR-122 sensor -4.
`Cc1ccc(S(=O)(=O)N[C@H]2C=C[C@@H](CC(=O)O)O[C@H]2CO)cc1` gave RAD52 inh 15, Cneo AK release -1, E-sel inducer -0.1, PglD DTNB 1, PGC1a acetyl inh 2, RAD54 inh 4 and ERAP1 HTS inh 4.
Screening COC(=O)c1ccc(Oc2ccc3nncn3n2)cc1 returned Cneo AK release -1, PglD DTNB 2, PGC1a acetyl inh -3, RAD54 inh 4 and miR-122 sensor 2.
Screening O=C(CC1CC1)Nc1ccc2c(c1)[C@H]1C[C@H](CC(=O)N3CCc4ccccc4C3)O[C@H](CO)[C@H]1O2 returned RAD52 inh -7, Cneo AK release 32, E-sel inducer 0.1, PglD DTNB -2, PGC1a acetyl inh 2, RAD54 inh -8, ERAP1 HTS inh 0 and miR-122 sensor -7[16.7 µM].
Screening CC(=O)Nc1ccc(S(=O)(=O)N(C)CC(=O)OCC(=O)Nc2ccc3c(c2)OCO3)cc1 returned Cneo AK release -1, E-sel inducer -0.2, PglD DTNB -3, PGC1a acetyl inh -5, RAD54 inh -2 and miR-122 sensor -1.
CCOC(=O)c1cc(C(=O)c2cc(F)ccc2O)coc1=N was read as Cneo AK release -1, PglD DTNB 4, PGC1a acetyl inh -3, RAD54 inh -2 and miR-122 sensor 1.
For O[C@@H](c1cc(C(F)(F)F)nc2c(C(F)(F)F)cccc12)[C@H]1CCCCN1 the results were RAD52 inh 14, Cneo AK release 1, E-sel inducer 3.2, PglD DTNB -6, PGC1a acetyl inh -33, RAD54 inh 26, ERAP1 HTS inh 5 and miR-122 sensor 30.
Screening COc1ccc(/C=C2/C(=O)N(c3cccc(F)c3)N=C2C)c(OC)c1 returned RAD52 inh -9, Cneo AK release 0, PglD DTNB -6, PGC1a acetyl inh -1, RAD54 inh 14, ERAP1 HTS inh 4 and miR-122 sensor 1.
